CHT allo act: allosterically activates the human high affinity choline transporter. Q9GZV3. CHT-expressing cells, membrane potential dye, choline EC20; active compounds read high; LV-AA mutant CHT in HEK293 cells. B-score at 10 µM. 0.49% of 310,000 active. AID 488977;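 active = initial fluorescence not abnormally high and integrated response B-score, plate-corrected, over 3 SD above library mean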
Target sequence (Q9GZV3 whole entry, looked up): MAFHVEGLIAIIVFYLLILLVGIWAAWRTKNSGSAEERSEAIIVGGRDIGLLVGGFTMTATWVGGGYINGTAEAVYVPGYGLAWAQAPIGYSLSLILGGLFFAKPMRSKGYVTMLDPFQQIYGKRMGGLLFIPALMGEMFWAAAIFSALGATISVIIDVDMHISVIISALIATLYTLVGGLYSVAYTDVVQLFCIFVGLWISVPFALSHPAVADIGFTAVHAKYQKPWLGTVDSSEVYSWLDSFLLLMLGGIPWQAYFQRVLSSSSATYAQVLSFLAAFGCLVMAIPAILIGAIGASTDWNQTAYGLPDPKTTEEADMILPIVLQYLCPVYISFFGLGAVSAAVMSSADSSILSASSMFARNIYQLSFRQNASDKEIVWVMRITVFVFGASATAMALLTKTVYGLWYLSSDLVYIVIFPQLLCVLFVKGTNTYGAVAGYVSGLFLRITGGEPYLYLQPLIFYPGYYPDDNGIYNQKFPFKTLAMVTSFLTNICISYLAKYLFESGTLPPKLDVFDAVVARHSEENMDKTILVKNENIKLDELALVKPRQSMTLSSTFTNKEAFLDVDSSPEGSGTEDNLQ
OX1R antagonist: blocks the human orexin 1 receptor. O43613. CHO/OX1R cells, Fluo-8 calcium fluorescence, orexin A. inhibition, % at 5 µM. 0.43% of 330,000 active. AID 434989;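 active = inhibition above its plate's threshold, mean inhibition of all tested compounds on the plate plus 3 SD, cut at about 37% in these data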;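 also: 0% = orexin A challenge wells and 100% = SB-334867-A antagonist wells; not every result past the cut was called active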
Target sequence (O43613 whole entry, looked up): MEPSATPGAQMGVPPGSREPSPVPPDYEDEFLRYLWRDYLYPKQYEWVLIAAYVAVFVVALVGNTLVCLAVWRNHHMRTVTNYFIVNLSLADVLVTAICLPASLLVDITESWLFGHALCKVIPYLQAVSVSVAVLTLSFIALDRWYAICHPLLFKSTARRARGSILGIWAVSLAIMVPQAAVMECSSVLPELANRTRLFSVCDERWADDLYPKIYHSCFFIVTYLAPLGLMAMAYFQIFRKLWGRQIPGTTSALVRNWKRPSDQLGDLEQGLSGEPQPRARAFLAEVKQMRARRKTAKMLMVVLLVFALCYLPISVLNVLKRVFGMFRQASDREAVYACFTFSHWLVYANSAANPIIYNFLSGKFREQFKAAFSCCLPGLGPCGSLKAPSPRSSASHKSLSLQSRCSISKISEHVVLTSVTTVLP
* marks the source's active call; other numbers are inactive results; i = inactive; · = no result given.

SMILES	CHT allo act	OX1R antagonist
Cc1ccccc1-n1c(SCc2ccccn2)nc2n[nH]c(C)c2c1=N	i	-17
O=[N+]([O-])c1ccc(O)c(C(C#Cc2ccccc2)N2CCOCC2)c1 (stereo unspecified)	i	14
Cc1ccc(Cl)cc1Nc1nc(-c2sc(NC(=O)c3cccc(Cl)c3)nc2C)cs1	i	6
COc1ccc2c(c1)c(C(=O)CN1CCN(C(=O)c3ccco3)CC1)c(C)n2C	i	-9
O=C(c1ccc(-c2nc3ccccc3s2)s1)N1CCOCC1	i	-19
Cc1ccc2c(c1)c(C)c(C)n2CC(O)CN1CCCCC1C (stereo unspecified)	i	-24
COC(=O)c1[nH]c2ccc(Br)cc2c1NC(=O)CN1CCCc2ccccc21	i	-18
COc1ccc(C(=O)N2CCCCCC2)cc1OC1CCN(C(C)C)CC1	i	-19
COC(=O)c1nc(NC(=O)C(C)(C)C)n[nH]1	i	2
CC(C)(C)OC(=O)N1CCC[C@H]1C(=O)NCc1ccc(Cl)cc1Cl	i	-13
CC(C)NC(=S)N1CCC(Cc2ccccc2)CC1	i	-6
COC(=O)c1cc2c(ccn2-c2ccc(F)cc2)n1Cc1cccc(OC)c1	i	-58
CC(=O)Nc1ccc(C(=O)OCC(=O)NCc2cccs2)cc1	·	-21
CCOc1ccc(NC(=O)CC2C(=O)N(c3cccc(OC)c3)C(=O)N2CCOC)cc1 (stereo unspecified)	i	-14
COc1ccc(CNc2cccc(F)c2)cc1Br	i	1
O=C(c1ccc(COc2ccc(Cl)cc2)o1)N1N=C(C(F)F)CC1(O)C(F)F (stereo unspecified)	i	6
CCc1ccc2[nH]c3nc(SCCN4CCOCC4)nnc3c2c1	i	-15
Cc1ccc(Cc2nnc3n(-c4cccc(C)c4)nc(C(=O)c4ccccc4)n3c2=O)cc1	i	-20
COc1ccc(NC(=O)c2ccc3c(c2)NC(=O)CS3)cc1S(=O)(=O)Nc1ccc(Br)cc1	i	14
C/C(=N\Nc1ccccn1)c1ccc(OC(F)F)cc1	i	-6
CCOc1cc(/C=N/Nc2nc(N3CCCC3)nc(N3CCCC3)n2)ccc1O	i	-21
OCCOCCNc1ncnc2c1c(-c1ccccc1)cn2-c1ccccc1	i	-22
COc1cccc(NC(=O)CN(C)C(=O)c2cc(C)on2)c1	i	1
N#Cc1ccc(C(=O)Nc2ccc(S(=O)(=O)NC3=NCCCCC3)cc2)cc1	i	-7
COCC(=O)N1CCCC(C(=O)c2ccc(-c3ccccc3)c(F)c2)C1 (stereo unspecified)	i	-5
CCN=C(Nc1ccc2c(c1)OCO2)SC1CC(=O)N(c2ccccc2F)C1=O (stereo unspecified)	i	-16
O=c1[nH]c(CN2CCN(S(=O)(=O)c3ccc4ccccc4c3)CC2)nc2ccccc12	i	-28
CCOc1cc(/C=N/NC(=O)c2ccc(=O)n(C)c2)ccc1O	i	-5
O=C(Nc1cc(Cl)ccn1)C1(c2ccccc2)CC1(Cl)Cl (stereo unspecified)	i	-43
CSCCC1NC(=O)NC1=O (stereo unspecified)	i	-8
Cc1ccc(CN2C(=O)CCC2C(=O)NCCc2ccccc2)cc1 (stereo unspecified)	i	-34
CC(C)CC(c1nnnn1C1CCCC1)N1CCN(c2ccccc2F)CC1 (stereo unspecified)	i	-26
CC(=O)OCC[n+]1c(C)n(-c2ccccc2)c2ccc(Cl)cc21	i	7
Cn1c(SCC(=O)NC2CCCCC2)nnc1-c1cccc(N)c1	i	-1
O=C(NCCc1ccncc1)Nc1ccc(Cl)c(Cl)c1	i	-12
COc1ccc2nc(NC(=O)CSc3nc(SC)ns3)sc2c1	i	-6
COc1ccc(C2CC(c3cccs3)=NN2C(=O)CSC2=NN3CCCC(=O)N=C3S2)cc1 (stereo unspecified)	i	-35
O=C(COc1ncnc2ccccc12)Nc1ccc(S(=O)(=O)N2CCOCC2)cc1	i	-13
O=C(CC1C[C@H](C(=O)N2CCOCC2)[C@@]2(CCC3CCCC3)c3[nH]c4ccccc4c3CCN2C1=O)NCCC1=CCCCC1 (stereo partly specified)	·	-20
COc1ccc(Br)cc1CN(C)CC(=O)NCCc1ccccc1	i	-31
CCC(=O)c1ccc(OCC(=O)OCC(=O)NCc2cccs2)cc1	i	-10
Cc1onc(-c2ccccc2)c1C(=O)N1CCC(CO)(Cc2ccccc2)CC1	i	-26
CC1(C)CC(=O)C2=C(C1)N(c1cccnc1)C(N)=C(C#N)C2c1cccs1 (stereo unspecified)	i	-8
CCCOc1ccc(N2C(=O)CC(N3CCC(O)(c4cccc(C(F)(F)F)c4)CC3)C2=O)cc1 (stereo unspecified)	i	-24
O=C(COC(=O)c1cc(S(=O)(=O)N2CCOCC2)ccc1O)NCC1CCCO1 (stereo unspecified)	i	-13
COc1ccccc1N1CCN(C(=O)C2CCN(C(=O)c3cccc(Cl)c3)CC2)CC1	i	-18
NC(=O)COC(=O)c1ccc(Cl)c(S(=O)(=O)N2CCN(c3ccc(F)cc3)CC2)c1	i	-18
CCCn1nc2cc(C(=O)NCc3ccccc3)ccc2c1OCC	i	-11
COc1cccc(OCCCCN2CC(C)OC(C)C2)c1 (stereo unspecified)	i	-1
COc1cc2cc(C(c3nnnn3C(C)(C)C)N3CCC(C)CC3)c(=O)[nH]c2cc1OC (stereo unspecified)	i	-23
C[C@H](CO)N1C[C@H](C)[C@@H](CN(C)S(C)(=O)=O)Oc2ccc(NC(=O)Nc3ccc(C(F)(F)F)cc3)cc2C1=O	·	-1
COC(=O)c1cc(S(=O)(=O)N2CCC(C)CC2)cn1C	i	-9
O=C(c1ccccc1)N1C(=O)C(c2ccccc2)Oc2ccccc21 (stereo unspecified)	i	-26
O=C(c1csc2c1CCCCC2)N1CCN(c2ncccn2)CC1	i	-30
CCN(CC)S(=O)(=O)c1ccc(/C=C/C(=O)NC2CCCCC2)cc1	i	-33
Cc1ccc(C)c(OCC(=O)NNC(=O)c2ccc(=O)[nH]c2)c1	·	-24
COC(=O)c1cccc(NC(=O)C(C)(C)C)c1	i	-11
CCCCCC(=O)Nc1ccc(C2C(=O)c3ccccc3C2=O)cc1	i	-4
CCC(=O)N1CCc2cc(S(=O)(=O)NCCCOC)ccc21	i	3
COc1cc(CCC(=O)OCC(=O)Nc2ccc3c(c2)OCO3)cc(OC)c1OC	i	-3

Full records, looked up by structure.
Shown for COC(=O)c1cc(S(=O)(=O)N2CCC(C)CC2)cn1C : CHT allo act = i; OX1R antagonist = -9
Shown for O=C(c1csc2c1CCCCC2)N1CCN(c2ncccn2)CC1 : CHT allo act = i; OX1R antagonist = -30

Later entries
SMILES	CHT allo act	OX1R antagonist
CC1=C(C)C(=O)OC(C(C)C2CCC3C4CC=C5CC(OC6OC(COC7OC(CO)C(O)C(O)C7O)C(O)C(O)C6O)CC(O)C5(C)C4CCC23C)C1 (stereo unspecified)	i	-9
Nc1nc(N)nc(-c2cc(C(F)(F)F)ccc2Cl)n1	i	-18
CC1(C)CC(NS(=O)(=O)c2ccc(F)cc2)CC(C)(C)N1	i	-2
C=C(C)Cn1c(CCNC(=O)CCC)nc2ccccc21	i	-20
CCOc1ccc(NC(=O)N[C@@H](CCSC)C(=O)OC)cc1	i	-4
CC(=O)c1cccc(NS(=O)(=O)c2cc3c(cc2C)NC(=O)CO3)c1	i	1
O=C(CN1C(=O)NC2(CCOc3ccccc32)C1=O)NCC(F)(F)F (stereo unspecified)	i	1
COc1ccc(-c2cc(C(F)(F)F)n3nc(C(=O)N4CCN5CCCC5C4)cc3n2)cc1OC (stereo unspecified)	i	-17
CCN(CC(=O)Nc1ccc(OC)cc1)C(=O)Cc1cccs1	i	-7
Cc1cc(Br)ccc1SCC(=O)OCC(=O)NC1CCCC1	i	-9
COc1cccc(-c2sc3ccc(OC)cc3c2-c2ccc(OCCN3CCOCC3)cc2)c1	·	-18
Cc1cc(C)cc(OCC(=O)OCC(=O)NC2CCCC2)c1	·	-16
C/C(=C\c1ccccc1)C(=O)n1nnc2ccccc21	i	-19
CCN(CC(=O)NCc1cccs1)C(=O)CCCOc1ccccc1	·	-21
O=c1oc2ccc3ccccc3c2c2c1SC(C(F)(F)F)C2 (stereo unspecified)	i	-4
O=C1CCCCC1C(=O)c1ccccc1 (stereo unspecified)	i	-7
Cc1[nH][nH]c(=O)c1C=NCc1cccnc1	i	1
O=C(Nc1ccc(CN2CCCCC2)cc1)c1cc(Br)ccc1Cl	i	-3
CC1(C)Cc2c(C#N)c(N3CCN(C(=O)c4ccco4)CC3)nc(-c3ccco3)c2CS1	i	-18
CCOC(=O)c1c(Nc2ccc(Cl)cc2)sc(/C=C2\C=Nc3ccccc32)c1O	i	-14
COC(=O)c1ccccc1NC(=O)CNc1cc(Cl)ccc1N1CCOCC1	i	-26
O=C(Cc1ccccc1[N+](=O)[O-])NCc1ccncc1	i	-4
O=C(Nc1ccc2c(c1)OCO2)c1ccc(Br)o1	i	5
NC(=O)c1c(NC(=O)Cn2nc(C(=O)O)c3ccccc3c2=O)sc2c1CCCC2	i	-31
O=C(COc1ccccc1)NC1CCCN(Cc2ccccc2F)C1 (stereo unspecified)	i	-10
CC(=O)c1cccc(OCc2cc(C(=O)N(C)CCC3CCOCC3)no2)c1	i	-27
N#CC1(Cc2ccccc2Cl)c2ccccc2C=CN1C(=O)c1ccccc1 (stereo unspecified)	i	4
Cc1cc(NS(=O)(=O)c2ccc(NC(=O)c3cnc4sccn4c3=O)cc2)nc(C)n1	i	-3
CCOC(=O)c1nc(NCc2cccnc2)c2ccccc2n1	i	-11
Cc1cc(C)c2nc(NNC(=O)c3ccc(S(=O)(=O)N4CC(C)CC(C)C4)cc3)sc2c1 (stereo unspecified)	i	-19
COc1cc2oc(=O)cc(-c3cccc(-c4cccc(C)c4)c3)c2c(OC)c1OC	·	-23
O=C(Nc1cccc(-c2cnc3ccccc3n2)c1)C1CC(=O)N(c2ccccc2)C1 (stereo unspecified)	i	-25
O=C(Cc1ccccc1)Nc1ccc(F)cc1	i	11
CCn1nc(C)c(C(=O)Nc2cc(Oc3cc(C)cc(C)c3)cc([N+](=O)[O-])c2)c1C	i	-23
NC(=S)N=Nc1c(O)n(CCCl)c2ccc(Cl)cc12	i	-26
O=C(O)CCCCN1C(=O)/C(=C\c2ccc(OCc3ccccc3)c(OCc3ccccc3)c2)SC1=S	i	-2
COc1ccc(CNC(=O)Nc2ccc([N+](=O)[O-])cc2)cc1	i	-17
Fc1ccc(COc2cccc3cccnc23)cc1	i	-15
CCOC(=O)C1CCCN(S(=O)(=O)c2ccc(Br)c(OC)c2)C1 (stereo unspecified)	i	-15
O=C1CN(C(=O)c2cc3ccccc3o2)c2ccccc2N1	i	-14
CC(C)c1ccc(CN2C(=O)c3ccccc3S2(=O)=O)cc1	i	-14
CC(C)[C@H](NS(=O)(=O)/C=C/c1ccccc1)C(=O)OCC(=O)NC(N)=O	i	-23
COC(=O)C1=C(C)OC(N)=C(C#N)C1c1cc(C)sc1C (stereo unspecified)	i	-28
CCOC(=O)c1ccc(Nc2cc(C)nc(-c3ccccc3)n2)cc1	i	26
Cn1c(SCC#N)nnc1-c1ccc2c(c1)OCO2	i	-10
O=C(NCC1CCCO1)C1CCCN(S(=O)(=O)c2ccc(F)cc2)C1 (stereo unspecified)	i	-12
COC(=O)c1cn(NC(=O)C2CCCO2)c(=O)c2ccccc12 (stereo unspecified)	i	-25
CCCCOC(=O)c1ccc(Nc2ncnc3nc[nH]c23)cc1	i	-5
C=CCNc1nc(Cl)nc(Nc2ccc([N+](=O)[O-])cc2)n1	i	-1
CSc1ccccc1C(=O)Nc1cc2c(cc1C(=O)O)OCCCO2	i	-23
CCC(=O)Nc1ccc(-c2nnc(SCC(=O)N3CCCCC3)n2C)cc1	i	-13
Cc1ccc2c(c1)C1CN(C)CCC1N2S(=O)(=O)c1ccc(C(C)C)cc1 (stereo unspecified)	·	-45
COc1cc(OC)c(/C=N/n2c(C)nnc2C)c(OC)c1	i	5
O=S(=O)(c1ccc2c(c1)CCCN2)N1CCCC2CCCCC21 (stereo unspecified)	i	-27
C=CCC1(O)C(=O)N2C(=C1C(=O)OCC)c1ccc3ccccc3c1CC2(C)C (stereo unspecified)	i	-30
O=C(NCCc1ccccn1)/C(=C/c1ccco1)NC(=O)c1ccccc1	i	-17

Filtered by structure: the compounds so far with a Cl atom.
SMILES	CHT allo act	OX1R antagonist
Cc1ccc(Cl)cc1Nc1nc(-c2sc(NC(=O)c3cccc(Cl)c3)nc2C)cs1	i	6
CC(C)(C)OC(=O)N1CCC[C@H]1C(=O)NCc1ccc(Cl)cc1Cl	i	-13
O=C(c1ccc(COc2ccc(Cl)cc2)o1)N1N=C(C(F)F)CC1(O)C(F)F (stereo unspecified)	i	6
O=C(Nc1cc(Cl)ccn1)C1(c2ccccc2)CC1(Cl)Cl (stereo unspecified)	i	-43
CC(=O)OCC[n+]1c(C)n(-c2ccccc2)c2ccc(Cl)cc21	i	7
O=C(NCCc1ccncc1)Nc1ccc(Cl)c(Cl)c1	i	-12
COc1ccccc1N1CCN(C(=O)C2CCN(C(=O)c3cccc(Cl)c3)CC2)CC1	i	-18
NC(=O)COC(=O)c1ccc(Cl)c(S(=O)(=O)N2CCN(c3ccc(F)cc3)CC2)c1	i	-18
Nc1nc(N)nc(-c2cc(C(F)(F)F)ccc2Cl)n1	i	-18
O=C(Nc1ccc(CN2CCCCC2)cc1)c1cc(Br)ccc1Cl	i	-3
CCOC(=O)c1c(Nc2ccc(Cl)cc2)sc(/C=C2\C=Nc3ccccc32)c1O	i	-14
COC(=O)c1ccccc1NC(=O)CNc1cc(Cl)ccc1N1CCOCC1	i	-26
N#CC1(Cc2ccccc2Cl)c2ccccc2C=CN1C(=O)c1ccccc1 (stereo unspecified)	i	4
NC(=S)N=Nc1c(O)n(CCCl)c2ccc(Cl)cc12	i	-26
C=CCNc1nc(Cl)nc(Nc2ccc([N+](=O)[O-])cc2)n1	i	-1
